SW480 rereplic = DNA re-replication induction in SW480 cells; SW480 DNA re-replication, Hoechst DNA content imaging, 48 h; Potency, µM (titrated, usually from 46.1 µM), without a hit: at the top dose re-replication activation, most hits filed as activators; 340,000 compounds, 1.8% hits; note: % of control where 0% means no effect; nearly all actives have a fitted effect of over 55% in size
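Cells (250 per well) received 23 nL compound or DMSO by pin tool and were kept 48 hr at 37 C, 5% CO2. Nuclei were then stained with Hoechst for 40 min and scanned for DNA content.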
KB-V1 MDR tox = KB-V1 MDR subline cytotoxicity. KB-V1 MDR cells viability, CellTiter-Glo, 72 h. 400,000 compounds, 3.4% hits. AID 1347076. Potency, µM (titrated, usually from 46.1 µM), for inactives: top-dose activity change, negative = cytotoxicity, usual class: cytotoxic; note: % is set by controls: 0 for no effect and ±100 for the full control effect; nearly all actives have a fitted effect of over 60% in size
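Drug-selected KB-V1 cells, grown in DMEM lacking phenol red with 10% FBS, receive compound titrations; after three days at 37 degrees C, surviving cell ATP is quantified by CellTiter-Glo luminescence and responses normalized and curve-fitted.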
HT1080NT lethal = kills 2HG-producing HT-1080-NT fibrosarcoma cells. HT-1080-NT fibrosarcoma viability, CellTiter-Glo ATP luminescence, 48 h. AID 686970. Potency, µM (series often up to 46.1 µM), without a hit: at the top dose activity, negative = less viability, usual class: cytotoxic. 360,000 compounds, 1.6% hits;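 note: NT is the 2HG producing partner of a matched IDH1 knockdown line; 0% = DMSO-treated cells and -100% = media-only wells without cells; nearly all actives have a fitted effect of over 55% in size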
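A 48-hour cytotoxicity screen used HT-1080-NT cells plated 2 hours before compound delivery. ATP-based CellTiter-Glo luminescence measured viability, normalized to DMSO and no-cell controls.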
GLP1R cytotox = cytotoxicity counter-screen for GLP-1 receptor inverse agonists; HEK293 cAMP-luciferase reporter cells, luminescence, 24 h; Potency, µM (doses to about 38.3 µM), inactives show top-dose activity change, negative = inhibition, actives largely listed as inhibitors; 410,000 compounds, 0.13% hits;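 note: loss of luciferase light is scored as toxicity; % is set by controls: 0 for no effect and ±100 for the full control effect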
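Quantitative HTS format, 1536 wells, 200 cells/uL seeded. Compounds: 23 nL, 24 h, 37 °C. Detection: luciferase reagent, luminescence at 12 min RT; decreased signal taken as cytotoxic.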
HT1080 IDH1KD tx = toxicity to HT-1080 IDH1 knockdown cells (counter line); HT-1080 IDH1 knockdown viability, ATP luminescence, 48 h; Potency, µM (titrated, usually from 46.1 µM), for inactives: top-dose activity, negative = toxicity, most hits filed as cytotoxic; 360,000 compounds, 2% hits; AID 686971;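 note: 0% = DMSO wells and -100% = cell-free medium wells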
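Knockdown cells (IDH1KD HT-1080) received compounds 2 h after plating at 750 cells/well and were kept 48 h at 37 °C in 5% FBS RPMI. A CellTiter-Glo luminescence read gave % activity for curve fitting.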
TDP43 rescue = rescues yeast growth from TDP-43 toxicity; TDP-43 expressing yeast growth rescue, BacTiter-Glo, 24 h; Potency, µM (highest dose often 46.1 µM), for inactives: at the top dose growth rescue (activation), hits mostly activators; 410,000 compounds, 1.8% hits; note: % of control where 0% means no effect; nearly all actives have a fitted effect of over 50% in size
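Readout is BacTiter-Glo luminescence of cell growth, so inhibitors register as activators. TDP-43-expressing yeast at OD600=0.02 in galactose medium, after raffinose pregrowth to mid-log, were incubated with compound for 24 hr at 30 deg C.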
GLP-1R inv ag = acts as inverse agonist at human GLP-1 receptor; P43220; HEK293 GLP-1R CRE-luciferase, luminescence, 24 h; GLP-1R form is constitutively active; Potency, µM (top dose mostly 38.3 µM), inactives show at the highest dose activity change, negative = inhibition, actives largely listed as inhibitors; 410,000 compounds, 1.6% hits; AID 624417; note: % is set by controls: 0 for no effect and ±100 for the full control effect; nearly all actives have a fitted effect of over 55% in size
Target sequence (P43220 whole entry, looked up): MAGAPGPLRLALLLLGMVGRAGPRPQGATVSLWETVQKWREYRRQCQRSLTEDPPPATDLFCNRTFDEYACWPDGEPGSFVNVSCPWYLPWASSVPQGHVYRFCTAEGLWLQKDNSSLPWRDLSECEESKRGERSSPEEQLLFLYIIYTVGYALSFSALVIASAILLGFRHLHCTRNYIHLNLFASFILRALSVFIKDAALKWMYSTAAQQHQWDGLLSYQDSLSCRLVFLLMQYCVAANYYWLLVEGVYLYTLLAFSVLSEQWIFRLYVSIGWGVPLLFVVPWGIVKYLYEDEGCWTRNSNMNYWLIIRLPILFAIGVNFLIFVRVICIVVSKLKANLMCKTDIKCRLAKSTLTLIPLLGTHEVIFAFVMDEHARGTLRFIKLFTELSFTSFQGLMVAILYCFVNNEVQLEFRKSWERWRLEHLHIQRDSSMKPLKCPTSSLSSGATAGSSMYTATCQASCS
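Cells are plated, allowed 12 hours at 37 deg C, then treated with compounds for 24 hr before luciferase detection reagent is added and luminescence is read after 12 min at room temperature. The HEK293 line carries constitutively active GLP-1R with a cAMP-responsive reporter.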
KB-3-1 cytotox = KB-3-1 parental cell cytotoxicity. Potency, µM (titrated, usually from 46.1 µM), for the others: at the top dose activity change, negative = cytotoxic, usual class: cytotoxic. KB-3-1 viability, CellTiter-Glo ATP luminescence, 72 h. 400,000 compounds, 1.4% hits; note: % is set by controls: 0 for no effect and ±100 for the full control effect; nearly all actives have a fitted effect of over 60% in size
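Here the drug-naive KB-3-1 line serves as comparator for MDR sub-line selectivity; cells received compound titrations, 72 h at 37 °C, then CellTiter-Glo readout.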
GLP-1R agonist = activates the human GLP-1 receptor; P43220; Potency, µM (top dose mostly 45.6 µM), without a hit: top-dose activation, actives largely listed as activators; 380,000 compounds, 0.007% hits; HEK293 GLP-1R CRE-luciferase, luminescence, 4-6 h; cells express a hypersensitive GLP-1R form; note: % of control where 0% means no effect
Active calls of the source: *; ? = inconclusive; · = no result given; & = joins results of further samples; [ ] = remark or other dose. Calls come from the whole dose curve; as a rule, active = well fitted curve in the direction sought with a large enough effect; inconclusive = small, poorly fitted or top-dose-only effect, or another doubt; inactive = no such curve, though single readings can be large; an effect the other way counts as inactive or inconclusive. Potency is the fitted concentration of half-maximal effect.

SMILES	SW480 rereplic	KB-V1 MDR tox	HT1080NT lethal	GLP1R cytotox	HT1080 IDH1KD tx	TDP43 rescue	GLP-1R inv ag	KB-3-1 cytotox	GLP-1R agonist
CC(C)[C@H](CO)N(Cc1cccc(F)c1)c1nc(Nc2cccc(Cl)c2)c2ncn(C(C)C)c2n1	?	0%	-18%	18%	-10%	33%	4µM*	0%	2%
COc1ccccc1S(=O)(=O)Cc1ccc(C(=O)NCCN2CCCCCC2)o1	3%	-1%	0%	-4%	5%	12%	1%	3%	3%
O=C(O)C(Cc1cc(Cl)ccc1Cl)Sc1nc2ccccc2[nH]1 (configuration not stated)	?	1%	0%	-9%	8%	7%	-1%	9%	-4%
CCCCCCn1c(SCC(C)C)nc2c1c(=O)[nH]c(=O)n2C	0%	10µM*	-3%	-9%	-3%	12%	10%	?	?
COc1ccc(-c2nc(C(=O)O)cs2)cc1OC	-43%[inhibitor][1.84 µM]	?	-6%	-4%	6%	·	10%	3%	0%
COc1ccc(-c2cc(C(=O)O)c(C)o2)cc1OC	-11%	-5%	-4%	-22%	-13%	20µM*	-3%	-2%	-12%
O=c1[nH]cnc2c1cnn2Cc1ccccc1Cl	47%	-17%	1%	-3%	8%	4%	8%	-2%	13%
Cc1cc(=O)[nH]c2c1c(C)nn2-c1ccccc1	-6%	5%	13%	0%	0%	27%	1%	12%	4%
CCC(=O)c1ccc(OCC(=O)OCc2csc(CC(=O)Nc3ccccc3C)n2)cc1	·	-14%	8%	2%	9%	-1%	10%	3%	1%
Cc1ccccc1NC(=O)C1CCCN1C(=O)NC1CCCCC1 (configuration not stated)	-6%	-14%	10%	-5%	-5%	-15%	1%	1%	-9%
O=C(/C=C/c1ccccc1[N+](=O)[O-])NCC1CCCO1 (configuration not stated)	-7%	-1%	9%	-9%	15%	?	5%	-1%	1%
O=C(N/N=C/c1cc([N+](=O)[O-])ccc1O)c1cccc(N2CCCC2=O)c1	9.2µM*	-1%	?	?	?	-1%	?	?	-1%
Cc1ccc(C)c(N2CCN(C(=O)c3cn(CC(C)C)c(=O)c4c3c3ccccc3n4C)CC2)c1	·	?	·	-12%	·	-13%	8%	-5%	·
Cc1ccc(Cl)cc1NC(=O)c1csnn1	·	10%	·	3%	·	?	13%	-1%	·
Cc1ccc(C)c(-n2nnnc2SCC(=O)NCC2CCCO2)c1 (configuration not stated)	?	1%	1%	-10%	6%	4%	-2%	-6%	-1%
CCc1ccc(N2C(=O)CS(=O)(=O)C23C(=O)N(Cc2ccccc2)c2ccccc23)cc1 (configuration not stated)	·	-16%	·	-3%	·	24%	-19%	3%	4%
CCCCOc1ccc(-c2ncc(Cl)cn2)cc1	5%	11%	-2%	7%	9%	-11%	0%	4%	20%
COc1ccc(CNc2oc(-c3ccc(COc4ccc(OC)cc4)o3)nc2C#N)cc1	·	-28%	·	-2%	·	-1%	?	0%	·
N#CCCn1cc(C=C(C#N)C#N)c(-c2ccc(-c3ccccc3)cc2)n1	?	21µM*	11%	-39%	0%	-17%	-27%	?	4%
O=C(O)CCN1C(=O)c2ccc(NC(=O)c3cccs3)cc2C1=O	11%	7%	9%	-3%	0%	-2%	-8%	0%	5%

One compound at a time, as listed above. Order of screens: SW480 rereplic	KB-V1 MDR tox	HT1080NT lethal	GLP1R cytotox	HT1080 IDH1KD tx	TDP43 rescue	GLP-1R inv ag	KB-3-1 cytotox	GLP-1R agonist
O=C(N/N=C/c1cc([N+](=O)[O-])ccc1O)c1cccc(N2CCCC2=O)c1 in the list: 9.2µM*	-1%	?	?	?	-1%	?	?	-1%
N#CCCn1cc(C=C(C#N)C#N)c(-c2ccc(-c3ccccc3)cc2)n1 in the list: ?	21µM*	11%	-39%	0%	-17%	-27%	?	4%

2 records picked at random from those above, as already listed:
SMILES	SW480 rereplic	KB-V1 MDR tox	HT1080NT lethal	GLP1R cytotox	HT1080 IDH1KD tx	TDP43 rescue	GLP-1R inv ag	KB-3-1 cytotox	GLP-1R agonist
CCCCOc1ccc(-c2ncc(Cl)cn2)cc1	5%	11%	-2%	7%	9%	-11%	0%	4%	20%
COc1ccc(-c2nc(C(=O)O)cs2)cc1OC	-43%[inhibitor][1.84 µM]	?	-6%	-4%	6%	·	10%	3%	0%

Going on with the list.
SMILES	SW480 rereplic	KB-V1 MDR tox	HT1080NT lethal	GLP1R cytotox	HT1080 IDH1KD tx	TDP43 rescue	GLP-1R inv ag	KB-3-1 cytotox	GLP-1R agonist
CCCc1cc(=O)[nH]c(SCC(=O)c2c(N)n(CC(C)C)c(=O)n(C)c2=O)n1	1%	-28%	?	0%	3.3µM*	-30%	9%	-16%	7%
Cc1cc2oc(=O)cc(CN3CCC(C)CC3)c2cc1C	-8%	-17%	0%	3%	4%	14%	18%	7%	12%
CC(Nc1nc(-c2cccc(Br)c2)cs1)c1nc2cc(Cl)c(N3CCCCC3)cc2n1CCOCCO (configuration not stated)	-32%[inhibitor]	?	?	-30%	?	17%	?	?	3%
COc1ccc(N(C(C)C(=O)N/N=C/c2ccc(OCC(C)C)cc2)S(C)(=O)=O)cc1 (configuration not stated)	4.1µM*	?	6%	-9%	11%	0%	?	4%	-8%
CC(NC(=O)CN1CCN(c2ccccc2F)CC1)c1ccccc1 (configuration not stated)	1%	0%	-2%	-1%	3%	-15%	?	16%	-2%
CCOc1ccc(NC(=O)/C(C#N)=C/c2ccc(N3CCCC3)c(C)c2)cc1	27%	3%	-21%	2%	-12%	16%	1%	22%	-12%
Cc1cccc(OCCCCn2c(C3CC(=O)N(c4ccccc4Cl)C3)nc3ccccc32)c1 (configuration not stated)	·	-30%	·	16%	·	13%	4%	?	·
COc1ccc(/C=C(/NC(=O)/C=C/c2ccccc2)C(=O)NCCCCCC(=O)O)cc1	-40%[inhibitor]	-1%	2%	-5%	-3%	-18%	2%	9%	1%
COc1cc(C)c(Cl)c(C)c1S(=O)(=O)NCc1ccc2c(c1)OCO2	13%	0%	-7%	18%	-1%	-2%	?	0%	2%
O=C(COC(=O)c1ccc([N+](=O)[O-])s1)Nc1ccccc1	-2%	1%	16%	-1%	20%	-93%[inhibitor]	19%	7%	-1%
COc1ccc2nc(C)cc(N/N=C/c3ccccc3)c2c1	16µM*	21µM*	-3%	?	0%	8%	?	-29%	-41%[inhibitor]
CN(C)C(CNc1ccc(C(N)=O)cc1[N+](=O)[O-])c1ccccc1 (configuration not stated)	-4%	0%	-5%	-23%	0%	-6%	17%	?	27%
CC(C)c1ccc(C(=O)NN2CCOCC2)cc1	1%	?	-1%	2%	10%	19%	2%	20%	-5%
Cc1cccc(NC(=O)CCN2CCCCC2)c1	-4%	-4%	1%	-16%	1%	7%	8%	5%	0%
CCOc1ccc(NC(=O)CCC(=O)N/N=C/c2ccc3c(c2)OCO3)cc1	-4%	-4%	2%	1%	0%	4%	24%	-4%	10%
Cc1ccccc1NC(=O)CN1C(=O)N/C(=C\c2ccc(N3CCOCC3)c(F)c2)C1=O	1%	0%	-13%	-2%[7.66 µM]	-21%	3%	6%[7.66 µM]	-1%	1%
CCCCN(CCCC)NC(=O)c1ccccc1	-4%	-10%	-3%	1%	-11%	25%	0%	3%	4%
COc1ccc(NC(=O)c2ccccc2)cc1NS(=O)(=O)c1ccc(F)cc1	-19%	-21%	1%	-6%	-1%	23%	-21%	11%	4%
CCN(C(=O)CN1C(=O)S/C(=C\c2ccccc2OC)C1=O)C1CCS(=O)(=O)C1 (configuration not stated)	-4%	-12%	5%	5%	4%	-4%	15%	10%	1%
CN(C(=O)COC(=O)c1cccs1)c1ccccc1	·	5%	16%	-3%	18%	14%	33%[activator]	-1%	3%
CCNC(=O)NC(=O)C(C)Oc1ccc(C(=O)OC)cc1 (configuration not stated)	-6%	17%	8%	-12%	5%	1%	1%	16%	-10%
CCOC(=O)Nc1ccc(C(=O)/C=C/c2ccccc2)cc1	?	-3%	?	?	?	14µM*	?	-8%	5%
CCC(=O)Nc1cccc(NC(=O)CSc2nnnn2C2CCCC2)c1	14%	8%	9%	-16%	4%	-4%	2%	3%	1%
CCOC(=O)c1sc(NC(=O)C2C3C=CC(C3)C2C(=O)O)nc1C (configuration not stated)	5%	1%	5%	3%	-15%	-19%	-5%	-11%	5%
CCOC(=O)c1c(C)[nH]c(C(=O)OC(C)C(=O)Nc2ccc(C)cc2)c1C (configuration not stated)	·	4%	10%	6%	6%	11%	5%	2%	-4%
Cc1cc(NC(=O)CSc2nc3ccccc3n2CC(C)C)no1	1%	-14%	-4%	-10%	2%	30%	-15%	0%	7%
CN(Cc1ccccc1)C(=O)CCC1CCN(C(=O)CC2=CCCCC2)CC1	8%	-12%	-5%	-29%	-2%	19%	-3%	-16%	-6%
O=S(=O)(c1ccc(-n2cnnn2)cc1)N1CCN(c2ccccc2F)CC1	-4%	5%	1%	8%&4%	4%	9%&2%	8%&4%	1%	1%
CC(C)c1nnc(NC(=O)CSc2nnc(-c3ccco3)o2)s1	-3%	-6%	9%	2%	17%	16%[9.22 µM]	-13%	9%	-1%
CN(CC(=O)Nc1cccc(F)c1)C(=O)c1csc2c1CCCC2	-4%	-1%	-14%	5%	-14%	-3%	?	1%	6%
C/C(=C\c1ccco1)C1C(C#N)=C(N)Oc2n[nH]c(-c3ccc(C)cc3)c21 (configuration not stated)	-1%	-6%	?	-8%	?	-12%	25%	-9%	10%
CC(C)c1c(C(=O)N/N=C2\CCc3ccccc32)nnn1-c1nonc1N	-10%	-12%	1%	-2%	18%	-6%	5%	10%	1%
O=C(OCc1c(F)cccc1Cl)c1cnc(Cl)c(Cl)c1	-3%	-1%	8%	2%	0%	-8%	8%	?	18%
CN(C(=O)c1cccc(NC(=O)Cc2ccc(NC(=O)C3CCN(C(=O)c4ccccc4)CC3)cc2)c1)C1CCC1	-26%[9.22 µM]	?	-7%	0%	-9%	8%	6%	21%	-4%
CCc1ccc(NC(=O)c2cc(S(=O)(=O)NC3CCCCCC3)ccc2F)cc1	·	4%	·	-6%	·	19%	?	-5%	·

Rows were taken by chance, and some 9.4% of all compounds hit somewhere here.
